ATXN2 expr inh = reduces ATXN2 reporter expression in HEK-293 cells | Potency, µM (highest dose often 57 µM), inactives show top-dose activity change, negative = inhibition, most hits filed as inhibitors | HEK-293 ATXN2-luciferase reporter, luminescence, 24 h | AID 1745845 | 360,000 tested, 0.72% active; also: potency is read from the fitted curve at half-maximal effect; % is scaled to controls: 0 for no effect and ±100 for the full control effect; nearly all actives have a fitted effect of over 55% in size
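qHTS (up to 57 uM final) was run with 24 h compound exposure of reporter cells at 37 °C. Each well was multiplexed: SteadyGlo luminescence measured ATXN2-luciferase expression after a fluorogenic Gly-Phe-AFC viability readout (25 uM final).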
S2 tox = cell viability loss in ATXN counter-screen. Potency, µM (series often up to 56.7 µM), hits mostly cytotoxic. AID 651635. 400,000 tested, 0.49% active. S2 cells (HEK-293 line with an ATXN2-luciferase reporter) viability, CellTiter-Fluor protease fluorescence, 24 h; also: potency is read from the fitted curve at half-maximal effect; nearly all actives have a fitted effect of over 40% in size
SW480 rereplic = inducers of DNA re-replication in SW480 colon cancer cells. SW480 DNA re-replication, Hoechst DNA content imaging, 48 h. Potency, µM (doses to about 46.1 µM), without a hit: at the highest dose re-replication activation, usual class: activators. 340,000 tested, 1.8% active. AID 624297; also: potency is read from the fitted curve at half-maximal effect; % of control where 0% means no effect; nearly all actives have a fitted effect of over 55% in size
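Cells (250 per well) received 23 nL compound or DMSO by pin tool and were kept 48 hr at 37 C, 5% CO2. Nuclei were then stained with Hoechst for 40 min and scanned for DNA content.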
HepG2 viability = kills HepG2 cells in TGF-b inhibitor counter-screen; HepG2 CAGA-GFP viability, ATP luminescence, 18 h; Potency, µM (series often up to 46.1 µM), inactives show at the top dose activity change, negative = cytotoxicity, hits mostly cytotoxic; 410,000 tested, 0.76% active; AID 588856; also: potency is read from the fitted curve at half-maximal effect; some results filed as inactive show a strong effect at the top dose
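HepG2 CAGA-GFP cells (1000/well, DMEM with 1% FBS) received compound, then TGF-beta at 500 pg/mL final, and were incubated 18 hours at 37 degrees C. Viability was read by CellTiter-Glo luminescence. Media-only wells were set as complete cell-killing and DMSO as no toxicity.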
HT1080-NT tox = kills 2HG-producing HT-1080-NT fibrosarcoma cells; AID 686970; HT-1080-NT fibrosarcoma viability, CellTiter-Glo ATP luminescence, 48 h; 360,000 tested, 1.6% active; Potency, µM (highest dose often 46.1 µM), for the others: at the highest dose activity, negative = less viability, most hits filed as cytotoxic;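 also: NT is the 2HG producing partner of a matched IDH1 knockdown line; potency is read from the fitted curve at half-maximal effect; 0% = DMSO-treated cells and -100% = media-only wells without cells; nearly all actives have a fitted effect of over 55% in size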
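Viability by CellTiter-Glo luminescence after 48 h compound exposure at 37C of HT-1080-NT cells (750/well, RPMI, 5% FBS). % activity scaled between DMSO wells and medium-only wells, then curve-fitted and categorized by curve class.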
IL-1B inflam inh = blocks inflammasome-driven IL-1 beta release | activity change, % at 57.5 µM | AID 743279 | 360,000 tested, 4.7% active | THP-1 LPS/ATP IL-1B secretion, AlphaLISA, 16 h; hits give low values; in the data active = activity change below about -50%; inconclusive = mostly about -30% to -49%; also: % is scaled to controls: 0 for no effect and ±100 for the full control effect
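THP-1 cells pretreated 1 hr with compounds (up to 57.5 uM final), then stimulated with LPS (250 ng/mL final) plus ATP (1.25 mM final); secreted IL-1B measured by AlphaLISA after 16 hr, decreased signal indicating inhibition.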
MCF10A rereplic = DNA re-replication induction in MCF 10a cells. MCF 10A DNA re-replication, Hoechst nuclear intensity, 48 h. Potency, µM (series often up to 46.1 µM), without a hit: top-dose activity, positive = re-replication, hits mostly activators. 350,000 tested, 2.9% active; also: potency is read from the fitted curve at half-maximal effect; % of control where 0% means no effect; nearly all actives have a fitted effect of over 50% in size
HT1080 IDH1KD tx = kills HT-1080 cells with IDH1 knockdown; HT-1080 IDH1 knockdown viability, ATP luminescence, 48 h; Potency, µM (series often up to 46.1 µM), for inactives: at the top dose activity, negative = toxicity, actives largely listed as cytotoxic; 360,000 tested, 2% active; AID 686971;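 also: potency is read from the fitted curve at half-maximal effect; 0% = DMSO wells and -100% = cell-free medium wells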
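Cytotoxicity counter-line: IDH1KD HT-1080, 48 h, CellTiter-Glo. Curves classed by r2, magnitude and activity.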
KB-3-1 cytotox = KB-3-1 parental cell cytotoxicity | KB-3-1 viability, CellTiter-Glo ATP luminescence, 72 h | Potency, µM (series often up to 46.1 µM), inactives show at the highest dose activity change, negative = cytotoxic, actives largely listed as cytotoxic | 400,000 tested, 1.4% active | AID 1347075; also: potency is read from the fitted curve at half-maximal effect; % is scaled to controls: 0 for no effect and ±100 for the full control effect; nearly all actives have a fitted effect of over 60% in size
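72 h, 37 °C compound treatment of KB-3-1 parental cells; CellTiter-Glo added, 10 min, luminescence read. Data corrected against DMSO-only plates and normalized before curve fitting.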
The depositor's hits bear a star; & = joins results of further samples; [ ] = another dose, or the depositor's remark. Unless noted, calls follow the shape of the dose curve; as a rule, active = well fitted curve in the direction sought with a large enough effect; inconclusive = small, poorly fitted or top-dose-only effect, or another doubt; inactive = no such curve, though single readings can be large; an effect the other way counts as inactive or inconclusive.

For CC/C(=N\NC(=O)c1csc(C)c1C)c1cccs1 the results were ATXN2 expr inh 51%[activator], S2 tox inactive, SW480 rereplic -4%, HepG2 viability -25%, HT1080-NT tox 4%, IL-1B inflam inh -18, MCF10A rereplic 23%, HT1080 IDH1KD tx 0% and KB-3-1 cytotox 12%.
For Cc1cc(C)cc(C(=O)NCc2ccc3c(c2)OCO3)c1 the results were ATXN2 expr inh -3%, S2 tox inactive, SW480 rereplic -5%, HepG2 viability -2%, HT1080-NT tox 8%, IL-1B inflam inh -8, MCF10A rereplic -3%, HT1080 IDH1KD tx 7% and KB-3-1 cytotox 4%.
Screening COc1ccc(Cl)cc1NC(=O)C1CCCN(S(=O)(=O)c2cccc3nonc23)C1 (configuration not stated) returned ATXN2 expr inh -9%, S2 tox inactive, SW480 rereplic -6%, HepG2 viability -4%, HT1080-NT tox -5%, IL-1B inflam inh 14, MCF10A rereplic inconclusive, HT1080 IDH1KD tx 4% and KB-3-1 cytotox -1%.
For CCC(=O)NC(c1ccccc1)c1c(OC(C)=O)ccc2ccccc12 (configuration not stated) the results were ATXN2 expr inh -13%, S2 tox inactive, SW480 rereplic -3%, HepG2 viability 7%, HT1080-NT tox -23%, IL-1B inflam inh 0, MCF10A rereplic 2%, HT1080 IDH1KD tx -16% and KB-3-1 cytotox -15%.
Screening CCCCN(C(=O)CSCC(=O)Nc1ccc(C)cc1)c1c(N)n(CC(C)C)c(=O)[nH]c1=O returned ATXN2 expr inh 12%, S2 tox inactive, SW480 rereplic -20%, HepG2 viability 2%, HT1080-NT tox 0%, IL-1B inflam inh 16, MCF10A rereplic -4%, HT1080 IDH1KD tx 0% and KB-3-1 cytotox 29%.
CCCN1CCc2[nH]c(=S)[nH]c(=O)c2C1 was read as ATXN2 expr inh -6%, S2 tox inactive, SW480 rereplic -6%, HepG2 viability 8%, HT1080-NT tox 5%, IL-1B inflam inh 15, MCF10A rereplic -65%[inhibitor], HT1080 IDH1KD tx 11% and KB-3-1 cytotox 15%.
Screening CC(C)(C)C1CCc2c(sc(NC(=O)c3cc(-c4ccc(F)cc4)on3)c2C#N)C1 (configuration not stated) returned ATXN2 expr inh 8%, S2 tox inactive, HepG2 viability -4% and KB-3-1 cytotox -14%.
For CCCNC(=O)CN1C(=O)NC2(CCCc3cc(OC)ccc32)C1=O (configuration not stated) the results were ATXN2 expr inh 22%, S2 tox inactive, SW480 rereplic -9%, HepG2 viability 1%, HT1080-NT tox 6%, IL-1B inflam inh -5, MCF10A rereplic 1%, HT1080 IDH1KD tx 5% and KB-3-1 cytotox 8%.
Screening Cc1cccc(N2CCN(C(=O)COCc3cc(-c4ccc5c(c4)OCO5)on3)CC2)c1C returned ATXN2 expr inh inconclusive, S2 tox inactive, SW480 rereplic 56%, HepG2 viability -20%&-29%, HT1080-NT tox -30%, IL-1B inflam inh 0, MCF10A rereplic inconclusive, HT1080 IDH1KD tx inconclusive and KB-3-1 cytotox -14%&10%.
Screening COc1cc2c(cc1OC)C(c1cccc([N+](=O)[O-])c1)N(C(=O)CCC(=O)O)CC2 (configuration not stated) returned S2 tox inactive, SW480 rereplic -7%, HepG2 viability -6%, HT1080-NT tox 0%, IL-1B inflam inh 3, MCF10A rereplic -1%, HT1080 IDH1KD tx 0% and KB-3-1 cytotox 1%.
Screening CCCCCCC(C)n1[nH]c(=O)cc1N (configuration not stated) returned ATXN2 expr inh 0%, S2 tox inactive, SW480 rereplic -33%[inhibitor], HepG2 viability -7%, HT1080-NT tox -2%, IL-1B inflam inh -10, MCF10A rereplic 3%, HT1080 IDH1KD tx -10% and KB-3-1 cytotox -6%.
Screening C[C@@H]1O[C@@H](O[C@H]2[C@H](O)[C@@H](O)[C@H](Oc3c(-c4ccc(O)c(O)c4)oc4cc(O)cc(O)c4c3=O)O[C@@H]2CO)[C@H](O)[C@H](O)[C@H]1O returned ATXN2 expr inh 0%, S2 tox inactive, SW480 rereplic -7%, HepG2 viability 1%, HT1080-NT tox 22%, IL-1B inflam inh 14, MCF10A rereplic -12%, HT1080 IDH1KD tx 12% and KB-3-1 cytotox 19%.
`NC(=O)CSc1nnc(COc2ccccc2)n1N` gave S2 tox inactive, SW480 rereplic 0%, HepG2 viability 9%, HT1080-NT tox -4%, IL-1B inflam inh 0, MCF10A rereplic -2%, HT1080 IDH1KD tx -1% and KB-3-1 cytotox 10%.
O=C(C[C@H]1C[C@H](C(=O)N2CCCCC2)[C@@]2(CCc3ccccc3)c3[nH]c4ccc(Cl)cc4c3CCN2C1=O)NCc1ccco1 was read as ATXN2 expr inh -16%, S2 tox inconclusive, SW480 rereplic 6%, HepG2 viability -27%, HT1080-NT tox 4%, IL-1B inflam inh -19, MCF10A rereplic inconclusive, HT1080 IDH1KD tx 4% and KB-3-1 cytotox 0%.
CCc1ccccc1NC(=O)c1ccoc1C was read as ATXN2 expr inh 2%, S2 tox inactive, SW480 rereplic -21%, HepG2 viability 2%, HT1080-NT tox 13%, IL-1B inflam inh -20, MCF10A rereplic -1%, HT1080 IDH1KD tx 23% and KB-3-1 cytotox 7%.
For NS(=O)(=O)c1ccc(CNC(=O)c2cc(S(=O)(=O)N3CCOCC3)ccc2N2CCCC2)cc1 the results were S2 tox inactive, HepG2 viability -1%, HT1080-NT tox 0%, IL-1B inflam inh -16, HT1080 IDH1KD tx 0% and KB-3-1 cytotox 7%.
Screening COc1ccc(NC(=O)CSc2nc(C)cs2)cc1 returned ATXN2 expr inh 28%, S2 tox inactive, SW480 rereplic -18%, HepG2 viability -21%, HT1080-NT tox 1%, IL-1B inflam inh 16, MCF10A rereplic -53%[inhibitor], HT1080 IDH1KD tx 8% and KB-3-1 cytotox 6%.
CCc1ccc(C(C)NC(=O)/C=C/c2ccc(Br)cc2)cc1 (configuration not stated) was read as ATXN2 expr inh -2%, S2 tox inactive, SW480 rereplic 18%, HepG2 viability 0%, HT1080-NT tox -3%, IL-1B inflam inh 0, MCF10A rereplic -5%, HT1080 IDH1KD tx -14% and KB-3-1 cytotox 6%.
Screening Oc1cccc(-n2nnnc2SCc2ccccc2F)c1 returned ATXN2 expr inh -1%, S2 tox inactive, SW480 rereplic -3%, HepG2 viability -44%, HT1080-NT tox 0%, IL-1B inflam inh -26, MCF10A rereplic 17%, HT1080 IDH1KD tx 7% and KB-3-1 cytotox 11%.
`CC(=O)Nc1ccc(C(=O)NNC(=O)CCc2ccccc2)cc1` gave ATXN2 expr inh -4%, S2 tox inactive, SW480 rereplic -3%, HepG2 viability -16%, HT1080-NT tox inconclusive, IL-1B inflam inh -6, MCF10A rereplic -3%, HT1080 IDH1KD tx 0% and KB-3-1 cytotox 2%.
For CCOC(=O)[C@@H]1[C@H]2COc3ccccc3[C@@H]2N2C(=O)N(c3ccc(F)cc3)C(=O)[C@]12C the results were ATXN2 expr inh 11%, S2 tox inactive, SW480 rereplic 1%, HepG2 viability 0%, HT1080-NT tox 6%, IL-1B inflam inh 6, MCF10A rereplic 6%, HT1080 IDH1KD tx 2% and KB-3-1 cytotox inconclusive.
Screening CS(=O)(=O)N(CC(=O)N1CCCC1)Cc1ccc(Cl)cc1 returned ATXN2 expr inh 0%, S2 tox inactive, SW480 rereplic 2%, HepG2 viability -18%, HT1080-NT tox 1%, IL-1B inflam inh 0, MCF10A rereplic -2%, HT1080 IDH1KD tx 15% and KB-3-1 cytotox 22%.
`CCCCNC(=O)C1CCCN(S(=O)(=O)c2ccc(S(=O)(=O)NCC(C)C)cc2)C1` (configuration not stated) gave ATXN2 expr inh 2%, S2 tox inactive, SW480 rereplic 0%, HepG2 viability -32%, HT1080-NT tox -15%, IL-1B inflam inh 15, MCF10A rereplic 7%, HT1080 IDH1KD tx -1% and KB-3-1 cytotox inconclusive.
`CC(C)(C)OC(=O)NCc1nc(N)n[nH]1` gave ATXN2 expr inh 7%, S2 tox inactive, SW480 rereplic 2%, HepG2 viability -7%, HT1080-NT tox 4%, IL-1B inflam inh 5, MCF10A rereplic -1%, HT1080 IDH1KD tx 0% and KB-3-1 cytotox 12%.
`C=CCN(CC=C)C(=O)c1cccc(S(=O)(=O)N2c3ccccc3CC2C)c1` (configuration not stated) gave ATXN2 expr inh -38%, S2 tox inactive, SW480 rereplic 0%, HepG2 viability -29%, HT1080-NT tox -2%, IL-1B inflam inh 27, MCF10A rereplic 0%, HT1080 IDH1KD tx -13% and KB-3-1 cytotox -10%.

Gathered by group: those above with a Cl atom.
Screening COc1ccc(Cl)cc1NC(=O)C1CCCN(S(=O)(=O)c2cccc3nonc23)C1 (configuration not stated) returned ATXN2 expr inh -9%, S2 tox inactive, SW480 rereplic -6%, HepG2 viability -4%, HT1080-NT tox -5%, IL-1B inflam inh 14, MCF10A rereplic inconclusive, HT1080 IDH1KD tx 4% and KB-3-1 cytotox -1%.
O=C(C[C@H]1C[C@H](C(=O)N2CCCCC2)[C@@]2(CCc3ccccc3)c3[nH]c4ccc(Cl)cc4c3CCN2C1=O)NCc1ccco1 was read as ATXN2 expr inh -16%, S2 tox inconclusive, SW480 rereplic 6%, HepG2 viability -27%, HT1080-NT tox 4%, IL-1B inflam inh -19, MCF10A rereplic inconclusive, HT1080 IDH1KD tx 4% and KB-3-1 cytotox 0%.
Screening CS(=O)(=O)N(CC(=O)N1CCCC1)Cc1ccc(Cl)cc1 returned ATXN2 expr inh 0%, S2 tox inactive, SW480 rereplic 2%, HepG2 viability -18%, HT1080-NT tox 1%, IL-1B inflam inh 0, MCF10A rereplic -2%, HT1080 IDH1KD tx 15% and KB-3-1 cytotox 22%.
